ELG1 repair inh = qHTS screen for small molecules that inhibit ELG1-dependent DNA repair in human embryonic kidney (HEK293T) cells expressing luciferase-tagged ELG1 | HEK293T ELG1-luciferase reporter, luminescence, 16 h; DNA damage induced by 5-fluorouridine | Potency, µM (series often up to 46.1 µM), without a hit: at the top dose activity change, negative = inhibition, actives largely listed as inhibitors | 330,000 compounds, 2.3% hits | AID 504467, 2011; note: potency is the fitted concentration of half-maximal effect; % is set by controls: 0 for no effect and ±100 for the full control effect; nearly all actives have a fitted effect of over 55% in size
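Overnight (16 hr) co-exposure of 2,000 cells/well to 5-fluorouridine and compound at 37 °C preceded detection. Luciferase was quantified via ONE-Glo luminescence; loss of signal denotes inhibition.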
PTAP TSG101 blk = qHTS Assay for Iinhibitors of HIV-1 Budding by Blocking the Interaction of PTAP/TSG101; 340,000 tested, under 10 active; Fluorescence polarization, FITC-PTAP peptide / Tsg101 binding; Potency, µM (top dose mostly 115 µM), without a hit: at the highest dose activity change, negative = inhibition, most hits filed as inhibitors; active = well fitted inhibition curve with a large enough effect in the main read-out, with a control signal flat, not every such curve was filed as active; inconclusive = small, poorly fitted or top-dose-only effect, or effect the other way, or a change in a side signal; inactive = no such curve, though single readings can be large or run the other way; note: potency is the fitted concentration of half-maximal effect; % of control where 0% means no effect
Target sequence (Q99816 whole entry, looked up): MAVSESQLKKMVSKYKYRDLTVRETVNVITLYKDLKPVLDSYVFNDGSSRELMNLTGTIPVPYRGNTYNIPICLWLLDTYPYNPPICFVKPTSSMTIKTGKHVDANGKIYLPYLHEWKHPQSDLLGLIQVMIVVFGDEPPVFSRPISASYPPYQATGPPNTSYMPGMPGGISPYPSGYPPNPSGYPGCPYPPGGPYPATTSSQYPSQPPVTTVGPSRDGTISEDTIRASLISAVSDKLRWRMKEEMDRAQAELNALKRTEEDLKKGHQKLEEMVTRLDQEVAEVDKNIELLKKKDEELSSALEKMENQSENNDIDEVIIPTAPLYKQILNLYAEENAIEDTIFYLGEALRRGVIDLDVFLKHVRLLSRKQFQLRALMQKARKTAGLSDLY
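Compounds were pin-transferred onto Tsg101 binding domain (10 uM final) in HEPES pH 7.5 buffer, then FITC-PTAP peptide was added at 50 nM final. After 20 min at RT, polarization reported peptide displacement across a qHTS concentration series.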
Chronic BCR inh = qHTS Assay to Find Inhibitors of Chronic Active B-Cell Receptor Signaling. ABC-DLBCL IkBa-CBG/CBR reporter, luminescence ratio, 4 h. Potency, µM (titrated, usually from 46.1 µM), without a hit: at the highest dose ratio change, negative = lower green/red ratio, actives largely listed as inhibitors. 340,000 compounds, 0.05% hits; active = well fitted inhibition curve with a large enough effect in the signal ratio, with a control signal flat, not every such curve was filed as active; inconclusive = small, poorly fitted or top-dose-only effect, or effect the other way, or a change in a side signal; the % refers to the signal ratio;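 note: potency is the fitted concentration of half-maximal effect; plate controls were basal doxycycline-induced cells for no effect and cells given 10 µM MG132 for full effect; MG132 reads +100%, hits lower the ratio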
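Cell line TMD8 (human ABC DLBCL), stably expressing tet-inducible CBG68-IkBa fusion and CBR; IMDM/0.5% FBS; cpd up to 46 uM; dox induction, 4 h, 37C/5% CO2; dual luminescence; green/red ratio; MG132 control.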
A-T KAP1 phos = qHTS Assay for Identifying a Potential Treatment of Ataxia-Telangiectasia. […] A-T fibroblasts, KAP-1 phosphorylation AlphaLISA; neocarzinostatin DNA damage 30 min before lysis. Potency, µM (titrated, usually from 57.5 µM), for inactives: at the top dose activation, actives largely listed as activators. 320,000 compounds, 0.19% hits. AID 485349, 2010; note: potency is the fitted concentration of half-maximal effect; % of control where 0% means no effect; nearly all actives have a fitted effect of over 45% in size
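hTERT-immortalized A-T patient fibroblasts ([…]), 500 cells/well in OPTI-MEM, 1% FBS, got compounds for 60 min, then NCS for 30 min at 37C. Lysates were then assayed for phospho-KAP-1 by AlphaLISA (anti-pKAP1 donor, anti-KAP1 acceptor beads), 6 hr at 25C.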
Mito fusion yeast = qHTS Assay for Small Molecule Inhibitors of Mitochondrial Division or Activators of Mitochondrial Fusion; AID 485298, 2010; 320,000 compounds, 0.23% hits; Potency, µM (doses to about 46.1 µM), inactives show at the top dose growth rescue (activation), hits mostly activators; S. cerevisiae fusion-defective mutant growth rescue, CellTiterGlo 48 h;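 note: potency is the fitted concentration of half-maximal effect; % of control where 0% means no effect; nearly all actives have a fitted effect of over 45% in size; temperature-sensitive fusion mutants such as fzo1-1 at 37 °C on non-fermentable ethanol glycerol medium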
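Compounds are tested for their ability to restore growth of mitochondrial fusion-defective yeast strains at non-permissive 37C in YPEG medium over 48 hours. Viability is quantified by luciferase luminescence.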
Tb PFK block = qHTS Assay to Find Inhibitors of T. brucei phosphofructokinase; Potency, µM (top dose mostly 57.5 µM), for inactives: top-dose activity, negative = inhibition, usual class: inhibitors; T. brucei PFK, ADP-Glo luminescence; ATP-dependent 6-phosphofructokinase (Trypanosoma brucei brucei), O15648; 330,000 compounds, 0.17% hits; AID 485367, 2010;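 note: potency is the fitted concentration of half-maximal effect; 0% = uninhibited 1x PFK enzyme wells and -100% = no-enzyme wells; nearly all actives have a fitted effect of over 60% in size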
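ADP-Glo luminescence quantified ADP after 45 min at room temperature, with 1.25 nM T. brucei PFK, 0.1 mM ATP and 0.5 mM fructose-6-phosphate in pH 8.0 TEA buffer. qHTS titrations up to 57 µM; curves classified by quality.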
Eya2 inh = qHTS Assay for Inhibitors of the Phosphatase Activity of Eya2; Protein phosphatase EYA2 (Homo sapiens), O00167; recombinant Eya2, OMFP fluorescence dephosphorylation (OMFP is methylfluorescein phosphate); Potency, µM (highest dose often 76.9 µM), for inactives: top-dose activity, negative = inhibition, usual class: inhibitors; 330,000 compounds, 0.006% hits; note: potency is the fitted concentration of half-maximal effect; % is set by controls: 0 for no effect and ±100 for the full control effect
Target sequence (O00167 whole entry, looked up): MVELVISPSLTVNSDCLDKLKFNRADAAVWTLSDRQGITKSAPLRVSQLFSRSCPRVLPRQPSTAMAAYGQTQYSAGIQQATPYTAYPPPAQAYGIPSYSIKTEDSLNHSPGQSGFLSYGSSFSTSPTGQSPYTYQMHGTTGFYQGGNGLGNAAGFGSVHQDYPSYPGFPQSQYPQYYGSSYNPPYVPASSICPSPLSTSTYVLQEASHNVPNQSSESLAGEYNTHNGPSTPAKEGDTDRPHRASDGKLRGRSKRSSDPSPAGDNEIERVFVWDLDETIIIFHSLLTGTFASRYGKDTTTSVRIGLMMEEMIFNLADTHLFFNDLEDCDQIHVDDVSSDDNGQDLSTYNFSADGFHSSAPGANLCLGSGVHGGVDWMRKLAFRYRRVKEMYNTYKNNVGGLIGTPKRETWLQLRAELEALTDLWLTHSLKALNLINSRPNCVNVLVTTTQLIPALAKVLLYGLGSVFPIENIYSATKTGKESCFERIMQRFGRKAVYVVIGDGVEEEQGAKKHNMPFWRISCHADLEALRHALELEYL
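Eya2 (0.2 uM) preincubated 10 min at ambient with compound, then OMFP substrate added at 50 uM; 10 min reaction in 50 mM HEPES pH 7.5, 50 mM NaCl, 5 uM MgCl2, 0.05% BSA, 1 mM DTT. Fluorescence read at Ex 485/Em 525 nm.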
TCR act = Activators of T cell receptors: qHTS campaign; Potency, µM (titrated, usually from 9.22 µM), inactives show at the highest dose activation of IL-2 secretion, actives largely listed as activators; 330,000 tested, under 10 active; primary human leukocytes, anti-CD3, IL-2 HTRF, 48 h; AID 504894, 2011; note: % of control where 0% means no effect
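TCR engagement came from a-CD3 beads alone, with compounds added to primary human leukocytes for 48 hr. Secreted IL-2 bridged europium cryptate- and d2-labelled anti-IL-2 antibodies, giving FRET emission at 665nm after 320nm excitation.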
ASM inhibitor = Inhibitors of Secretory Acid Sphingomyelinase (S-ASM): qHTS | placental ASM, HMU-PC fluorogenic substrate, 60 min | Sphingomyelin phosphodiesterase (Homo sapiens), P17405 | 340,000 compounds, 0.006% hits | Potency, µM (series often up to 57.5 µM), for the others: top-dose activity change, negative = inhibition, most hits filed as inhibitors; note: potency is the fitted concentration of half-maximal effect
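qHTS format. ASM enzyme prepared from human placenta hydrolyses the fluorogenic substrate HMU-PC0 (9 uM final) over 60 min at 37 °C after a 10 min compound preincubation.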
TSHR antagonist = Antagonists of the Thyroid Stimulating Hormone Receptor: HTS campaign | Thyrotropin receptor (Homo sapiens), P16473 | TSHR-expressing cells, TSH-stimulated cAMP HTRF, 2 h; hits give low values | activity change, negative = inhibition, % at 11.5 µM | 330,000 compounds, 0.2% hits;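 active = activity change below a set negative limit, meaning inhibition stronger than a set level, cut at about -70% in these data; inconclusive = activity change between two set negative limits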; note: % is set by controls: 0 for no effect and ±100 for the full control effect
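Inhibition of cAMP made by TSHR-expressing cells under TSH stimulation (4nM final, EC80; 2 h, 37 deg C) is quantified with a one-step lysis HTRF kit, anti-cAMP cryptate versus cAMP-d2.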
Integrin act MD = qHTS for Activators of Integrin-Mediated Alleviation for Muscular Dystrophy; alpha7betagal myoblasts, beta-gal FDG fluorescence, 48 h; Potency, µM (top dose mostly 38.3 µM), for inactives: at the top dose activation, usual class: activators; 350,000 compounds, 0.064% hits; AID 624291, 2012;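 note: potency is the fitted concentration of half-maximal effect; 100% = response of the positive control SU9516; nearly all actives have a fitted effect of over 60% in size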
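alpha7betagal+/- myoblasts (passage 13, 250/well) treated 48 h at 37C with compounds at 1:260 dilution of DMSO stock. Lysed, then beta-galactosidase activity read as FDG fluorescence (ex 480/em 540) after 30 min, with pre-read for autofluorescence.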
* hit, by the source's call; ? = inconclusive; . = not tested or not shown; [ ] = another dose, or the depositor's remark. Unless noted, calls come from the whole dose curve; as a rule, active = well fitted curve in the direction sought with a large enough effect; inconclusive = small, poorly fitted or top-dose-only effect, or another doubt; inactive = no such curve, though single readings can be large; an effect the other way counts as inactive or inconclusive.

1. COc1cc(O)c(C(CCN2CCCC2)c2ccc(N(C)C)cc2)c(OC)c1 (stereo not drawn)
2. Cn1ccnc1SCC(=O)c1ccc(OC(F)F)cc1
3. COc1ccc(CNC(=O)CN(Cc2ccc(OC)cc2)C(=O)CCC(=O)Nc2ccccn2)cc1
4. CCOC(=O)C(CCC(C)=O)C(=O)c1ccccc1 (stereo not drawn)
5. O=C(O)C1CCN(C(=O)c2cc(F)cc3c2OCOC3)CC1
Screen / compound no.,1,2,3,4,5
ELG1 repair inh,8%,?,-1%,?,-13%
PTAP TSG101 blk,5%,-2%,-8%,-8%,1%
Chronic BCR inh,-12%,-1%,-8%,-11%,?
A-T KAP1 phos,-10%,-2%,-3%,7%,4%
Mito fusion yeast,-7%,-14%,1%,1%,1%
Tb PFK block,1%,-10%,1%,-2%,-2%
Eya2 inh,4%,-16%,-1%,1%,6%
TCR act,2%,-3%,7%,-1%,0%
ASM inhibitor,8%,0%,-2%,7%,-1%
TSHR antagonist,9,-12,-5,-4,-1
Integrin act MD,18%,-14%,-17%,3%,-14%

6. CN1C(=O)C(CC(=O)NC2CCCCC2)SC1=Nc1ccccc1 (stereo not drawn)
7. CN1C(=O)/C(=C\c2cccc(OCc3ccccc3)c2)SC1=S
8. Cc1cc(C(=O)Nc2ccccc2N2CCOCC2)c2ccccc2n1
9. CCc1nnc(NC(=O)CS(=O)(=O)Cc2ccccc2)s1
10. CC(=O)c1ccc(N2CCN(C(=O)c3cc(-c4ccncc4)nc4ccc(Cl)cc34)CC2)cc1
Screen / compound no.,6,7,8,9,10
ELG1 repair inh,1%,10%,-10%,7%,?
PTAP TSG101 blk,2%,0%,2%,0%,.
Chronic BCR inh,-3%,0%,?,?,2%
A-T KAP1 phos,4%,7%,.,-6%,15%
Mito fusion yeast,4%,-1%,1%,-4%,-4%
Tb PFK block,2%,-4%,2%,-9%,-7%
Eya2 inh,-18%,14%,-2%,-11%,2%
TCR act,0%[46.1 µM],0%,1%,-3%,2%
ASM inhibitor,1%,0%,-1%,-1%,-6%
TSHR antagonist,18,-11,-1,0,-20
Integrin act MD,-25%,8%,29%,7%,-6%

11. CCOC(=O)CCSc1nc2c(c(C(F)(F)F)c1C#N)CCC2
12. Cc1cccc(C(=O)OCC(=O)NNC(=O)c2cccs2)c1O
13. O=C1CCc2ccccc2O1
14. c1ccc(C[C@H]2CNCCN2CC2(c3ccccc3)CC2)cc1
15. COC(=O)c1c(NC(=O)CSc2nncs2)sc2c1CCCCC2
Screen / compound no.,11,12,13,14,15
ELG1 repair inh,4%,9%,7%,-3%,?
PTAP TSG101 blk,-4%,1%,-5%,-1%,2%
Chronic BCR inh,10%,-14%,0%,-6%,?
A-T KAP1 phos,29%,-6%,11%,25%,1%
Mito fusion yeast,18%,-1%,.,-1%,22%
Tb PFK block,7%,21%,6%,10%,-1%
Eya2 inh,-32%,22%,4%,2%,-3%
TCR act,-1%,1%,1%,5%,-6%
ASM inhibitor,-6%,-5%,1%,0%,-6%
TSHR antagonist,-14,6,16,3,-12
Integrin act MD,26%,23%,27%,-17%,-24%

16. O=C(Cn1cc(C(F)(F)F)ccc1=O)N/N=C/c1ccc(Cl)c(Cl)c1
17. Cc1ccc2c(c1)c1c(n2CC(O)Cn2c(C)nc3ccccc32)C(=O)CCC1 (stereo not drawn)
18. CCOc1ccc(C(=O)NCC(=O)N2CC=C(c3ccccc3)CC2)cc1OCC
19. CC(C)CCN1C(=O)C2(OCCCO2)c2cc(Cl)ccc21
20. CC(c1ccco1)N(C(=O)c1cc(Cl)cc(Cl)c1)c1ccccn1 (stereo not drawn)
Screen / compound no.,16,17,18,19,20
ELG1 repair inh,-1%,?,-30%,0%,-11%
PTAP TSG101 blk,-1%,-2%,0%,2%,-6%
Chronic BCR inh,6%,0%,-2%,0%,2%
A-T KAP1 phos,-2%,-3%,0%,-13%,6%
Mito fusion yeast,-3%,-11%,4%,-2%,-2%
Tb PFK block,-14%,0%,-4%,1%,-2%
Eya2 inh,5%,-2%,-17%,-11%,0%
TCR act,3%[46.1 µM],-3%,2%,2%,-1%
ASM inhibitor,-13%,28%,-4%,2%,-15%
TSHR antagonist,3,2,-4,-5,9
Integrin act MD,7%,-21%,-17%,-6%,43%

21. COc1ccc2nc(Nc3nc4cc5c(cc4s3)OCO5)sc2c1
22. Cc1ccc(/C=C/C(=O)N2CCN(Cc3ccccc3)CC2)o1
23. Cc1ccc(C(=O)NCC(=O)Nc2ccc3c(c2)CCC3)cc1
24. Cc1cc(C)cc(C(=O)NCC(=O)NNC(=O)CSc2ccccc2F)c1
25. O=C(CN1CCN(C(=O)c2ccco2)CC1)Nc1cccc([N+](=O)[O-])c1
Screen / compound no.,21,22,23,24,25
ELG1 repair inh,?,?,?,14%,1%
PTAP TSG101 blk,0%,-1%,-2%,0%,-9%
Chronic BCR inh,?,?,?,5%,0%
A-T KAP1 phos,6%,1%,-2%,9%,2%
Mito fusion yeast,24%,0%,.,-2%,3%
Tb PFK block,8%,-18%,-8%,-5%,-5%
Eya2 inh,-7%,-6%,-6%,-3%,1%
TCR act,2%[46.1 µM],-1%[46.1 µM],3%[46.1 µM],-4%,3%
ASM inhibitor,95%[activator],0%,0%,-1%,2%
TSHR antagonist,-13,8,-5,6,-10
Integrin act MD,-13%,-23%,-30%,-30%,-9%

26. Cc1cc(C(=O)COC(=O)CC2Sc3ccccc3NC2=O)c(C)n1-c1cccc(C(F)(F)F)c1 (stereo not drawn)
27. CCOC(=O)C1(CCc2ccccc2)CCN(C(=O)Cc2nonc2C)CC1
28. COc1ccc(S(=O)(=O)N(C)C[C@H]2Oc3ccc(NC(=O)Cc4cn(C)c5ccccc45)cc3C(=O)N([C@@H](C)CO)C[C@@H]2C)cc1
29. Cc1ccc(NC(=O)N(Cc2ccco2)C(C)c2ccco2)cc1C (stereo not drawn)
30. O=C(NC1CCCC1)C(c1ccc(F)cc1)N(Cc1ccccc1Cl)C(=O)CCl (stereo not drawn)
31. CC(=NCCc1ccccc1)C1=C(O)CCC1=O
Screen / compound no.,26,27,28,29,30,31
ELG1 repair inh,3%,?,?,7%,-24%,?
PTAP TSG101 blk,-1%,1%,0%,1%,-8%,3%
Chronic BCR inh,-8%,4%,0%,4%,?,15%
A-T KAP1 phos,0%,2%,0%,-7%,3%,.
Mito fusion yeast,18%,7%,.,4%,-9%,1%
Tb PFK block,-1%,4%,4%,0%,3%,-3%
Eya2 inh,-4%,0%,11%,-3%,-7%,10%
TCR act,-8%[46.1 µM],10%,0%,-7%,-1%,.
ASM inhibitor,-6%,-3%,5%,-3%,0%,2%
TSHR antagonist,-13,1,-7,18,7,14
Integrin act MD,5%,7%,9%,-19%,-46%[inhibitor],25%

Two compounds drawn at random from the list so far:
16. O=C(Cn1cc(C(F)(F)F)ccc1=O)N/N=C/c1ccc(Cl)c(Cl)c1
31. CC(=NCCc1ccccc1)C1=C(O)CCC1=O
Screen / compound no.,16,31
ELG1 repair inh,-1%,?
PTAP TSG101 blk,-1%,3%
Chronic BCR inh,6%,15%
A-T KAP1 phos,-2%,.
Mito fusion yeast,-3%,1%
Tb PFK block,-14%,-3%
Eya2 inh,5%,10%
TCR act,3%[46.1 µM],.
ASM inhibitor,-13%,2%
TSHR antagonist,3,14
Integrin act MD,7%,25%
